Bioassay records deposited in PubChem by several laboratories.
Rin1 Abl inh: inhibitors of human Rin1-Abl protein interaction. P00519+Q13671. TR-FRET Rin1/Abl binding, biochemical. inhibition, % at 7.35 µM. 360,000 compounds, 0.4% hits; in the data active = inhibition above about 5%, passing the limit was not always enough
FAS-TE inh: inhibitors of human fatty acid synthase thioesterase domain; 360,000 compounds, 0.67% hits; recombinant FAS-TE, OMFH fluorogenic substrate, fluorescence endpoint; inhibition, % at 15 µM; P49327;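 active = compounds whose normalised, plate-corrected inhibition of enzyme fluorescence in the single-dose primary screen is 50% or more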;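 note: 0% = DMSO with enzyme and 100% = substrate without enzyme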
Neddylation inh: blocks human cullin neddylation; P61081+Q13564; TR-FRET cullin neddylation, biochemical; calls only at 25 µM; 360,000 compounds, 0.58% hits; AID 651699; in the data active = inhibition above about 36%
NRP1-CendR mod: modulators of CendR peptide binding to human neuropilin-1; AID 602438; inhibition, % at 25 µM; O14786; 360,000 compounds, 0.85% hits; FAM-RPARPAR peptide binding to NRP-1, fluorescence polarization;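 active = inhibition or corrected inhibition above about 18%, plus a signal ratio from 0.5 to 1.5, limit read from the data, passing the limit was not always enough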; note: strong numbers were not always called active
MsrA inhibitor: bovine MsrA inhibition; purified bovine MsrA, absorbance read-out; inhibition, % at 15.5 µM; 360,000 compounds, 0.75% hits; AID 651718; in the data active = inhibition above about 4.5%;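 note: 0% = vehicle wells with enzyme and 100% = reference inhibitor wells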
MT1-MMP act inh: MT1-MMP (human) activation inhibition. P50281. HT1080 RFP-PRO-GFP cells, GFP/RFP ratio fluorescence, overnight; percent of plate control window, DMSO zero. GFP/RFP ratio change, % at 20 µM. 360,000 compounds, 0.061% hits;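 active = GFP/RFP ratio change of at least 30% with cell ATP level not reduced by more than half and red fluorescence within 50% of control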; note: strong numbers were not always called active
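system = RFP-PRO-GFP reporter HT1080 cells | dosing = 20 µM single dose, 1% DMSO | timing = overnight cell settling, then overnight compound exposure, 37 °C, 5% CO2 | read-out basis = GFP/RFP fluorescence ratio | controls = DMSO and RFP-L50D-GFP cell wells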
E coli Lon inh: E. coli protease La inhibition; P0A9M0; purified E. coli Lon protease, fluorescence polarization; inhibition, % at 7.94 µM; 360,000 compounds, 0.42% hits; in the data active = inhibition above about 13%, passing the limit was not always enough;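 note: 0% = enzyme with probe and DMSO and 100% = no enzyme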
SKN-1 inh: C. elegans SKN-1 inhibition. C. elegans VP596 Pgst-4::GFP/RFP ratio, acrylamide-induced, 24 h. inhibition, % at 21.8 µM. 360,000 compounds, 0.49% hits. AID 624304;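 active = interference check ratio from 0.5 to 1.5 plus GFP to RFP signal ratio inhibition reaching or exceeding a fixed threshold, cut at about 30% in these data, passing the limit was not always enough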; note: some compounds called inactive have numbers as strong as hits
MsrA act: activators of bovine methionine sulfoxide reductase A. purified bovine MsrA, absorbance read-out. activation, % at 10.6 µM. AID 602163. 360,000 compounds, 0.3% hits; in the data active = activation above about 7.5%;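 note: 0% = vehicle and 100% = reference activator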
The depositor's hits bear a star; i = inactive; . = not tested or not shown.

SMILES	Rin1 Abl inh	FAS-TE inh	Neddylation inh	NRP1-CendR mod	MsrA inhibitor	MT1-MMP act inh	E coli Lon inh	SKN-1 inh	MsrA act
CCC(C(=O)NNC(=O)c1cnccn1)c1ccccc1 (stereo not drawn)	1	-14	i	-18	-0.4	9	6	6	-3
CN(C)CCCC1Sc2ccccc2Sc2ccccc21 (stereo not drawn)	-1	-2	i	-10	-0.5	-1	-1	9	-1
COc1ccc(CC(=O)NNS(=O)(=O)c2ccc(F)cc2)cc1OC	4	-6	i	7	0.1	0	10	1	-2
CC(C)S(=O)(=O)N1CCCC(C(=O)c2cccc(Cl)c2)C1 (stereo not drawn)	0	2	i	-5	0.5	1	3	-7	-2
CNC1(C(N)=O)CCNCC1	-1	-6	i	4	0.6	1	4	-4	-4
Cc1cc2c(cc1S(=O)(=O)CCC(=O)Nc1cccc(C(F)(F)F)c1)OCC(=O)N2	2	-6	i	4	1.8	2	-2	-8	-6
CC(=O)Nc1ccc(NC(=O)CC2Nc3cccc4cccc(c34)NC2=O)cc1 (stereo not drawn)	2	1	i	9	0.2	1	9	-6	-1
NC(N)=NS(=O)(=O)c1ccc(NC(=S)NC(=O)/C=C/c2cccs2)cc1	-1	11	i	3	4.4	2	0	15	-5
CC12CCC(C(=O)OC3CCCCC3)(OC1=O)C2(C)C (stereo not drawn)	2	-4	i	16	-1.5	-6	-3	-12	-1
COc1ccc(C(=O)NCCSCc2ccccc2)cc1OC	5	-4	i	3	0.0	-3	-10	-4	-1
Cc1ccc(S(=O)(=O)N2CC3(C)CN(S(=O)(=O)c4ccc(C)cc4)CC(C)(C2)C3=O)cc1	-3	1	i	-2	0.0	7	12	-4	1
CCCCNCc1cc2ccccc2o1	0	-10	i	3	-0.7	-4	5	-5	-7
COc1cc(C(C)=O)ccc1COc1ccc(C(=O)OCC(=O)NC2CCS(=O)(=O)C2)cc1OC (stereo not drawn)	-2	-6	i	-11	-1.5	1	11	1	1
CCOC(=O)Nc1ccc(S(=O)(=O)N2CCOCC2)cc1	-4	-5	i	12	-1.2	5	2	6	-2
Nc1c(Cl)cc(N=Nc2ccccc2)cc1Cl	0	25	i	0	0.2	1	4	9	-2
C[C@H](NC(=O)c1[nH]cnc1C(=O)Nc1nccs1)c1ccccc1	1	-6	i	-2	1.4	8	-9	24	-3
O=C(NCCN1CCCCC1)c1ccc(F)cc1Cl	-4	-7	i	-8	0.4	-3	-9	9	-1
c1ccc(-c2nnc(CN3CCN(c4ccccc4)CC3)o2)cc1	-4	-7	i	1	-0.7	0	-9	-13	-4
COc1cc(CN2CCC(C(=O)N3CCC(C)CC3)CC2)cc(Br)c1O	0	-7	i	16	0.0	1	-4	-14	3
O=C(Nc1cc([N+](=O)[O-])ccc1C(=O)Nc1cccnc1)c1ccccc1	3	8	i	3	-0.2	-6	-15	5	-4
COc1ccc(C2(C(=O)N3CCCC3)CCOCC2)cc1OC	4	-12	i	3	0.1	5	3	10	-3
CC(C)CN(C(=O)COC(=O)C(C)N1C(=O)c2ccccc2C1=O)c1c(N)n(Cc2ccccc2)c(=O)[nH]c1=O (stereo not drawn)	2	-5	i	-5	1.0	3	-6	1	-2
CCOc1ccc(N(CC(=O)N2CCCC2)S(=O)(=O)c2ccc(F)cc2)cc1	2	-3	i	2	-0.3	0	-1	7	-6
O=c1c(-c2cccc3ccccc23)[n+]([O-])c2ccccc2n1O	1	-15	i	14	1.0	0	0	-17	-4
Cc1cccn2c(=O)c3cc(C(=O)NCc4ccccc4)c(=N)n(CCCN4CCOCC4)c3nc12	-9	2	.	-13	-0.1	10	3	-11	-2
SMILES	Rin1 Abl inh	FAS-TE inh	Neddylation inh	NRP1-CendR mod	MsrA inhibitor	MT1-MMP act inh	E coli Lon inh	SKN-1 inh	MsrA act
CC(OC(=O)C1CC1)C(=O)Nc1cc(C(F)(F)F)ccc1Cl (stereo not drawn)	2	2	i	10	0.3	-3	1	-4	1
CC(NC(=O)CN1C(=O)NC2(CCc3ccccc32)C1=O)c1ccccc1 (stereo not drawn)	-2	-5	i	0	0.5	4	-11	-6	-2
COc1ccc(C(c2nnnn2Cc2ccccc2)N2CCN(C(=O)c3ccco3)CC2)cc1 (stereo not drawn)	0	-1	i	-1	1.1	-4	-6	7	-4
CC1CCN(C(=O)COC(=O)c2ccccc2C(=O)c2ccccc2)CC1	1	0	i	8	0.8	0	-8	8	-3
Cc1nn(-c2cccc(Cl)c2)nc1C(=O)O	2	-4	i	-1	-0.7	13	-3	0	0
c1ccc2nc(-c3ccncc3)ccc2c1	-2	-6	i	-2	2.0	-5	0	16	1
CCOC(=O)C1CCCN(C(=O)CCn2nc(-c3ccccc3)ccc2=O)C1 (stereo not drawn)	-4	-5	i	4	-0.3	0	4	2	-1
CCN(Cc1nc2ccccc2c(=O)[nH]1)C(=O)c1cc(C2CC2)nn1-c1ccccc1	1	2	i	-4	-0.9	-5	4	20	0
N#Cc1ccc(-c2c(-c3ccccc3)ncc3cc(F)ccc23)cc1	-1	25	i	3	0.0	-8	-18	12	1
CC(C)CC(=O)Nc1ccc(C(=O)COC(=O)CN2C(=O)NC3(CCCCC3C)C2=O)cc1 (stereo not drawn)	1	1	i	-1	0.1	-6	0	-9	-6
CC1CCc2c(sc(NC(=O)CCCn3cnc([N+](=O)[O-])n3)c2C(N)=O)C1 (stereo not drawn)	-1	-2	i	-12	-0.8	4	13	5	0
COc1cccc(N2CCN(CC(=O)C34CC5CC(CC(C5)C3)C4)CC2)c1	0	1	i	3	-0.8	-3	-1	-14	-2
CCOC(=O)N1CCC(N2C(=O)c3ccccc3C2Nc2cc(OC)c(OC)c(OC)c2)CC1 (stereo not drawn)	2	-3	i	7	-0.1	-2	2	-2	-2
O=S(=O)(N/N=C/c1cn(Cc2ccccc2)c2ccccc12)c1ccccc1	0	24	i	6	0.2	1	-13	-4	-4
Cc1ccc(OCC(=O)N2N=C(c3ccc(Cl)cc3)CC2c2ccco2)c([N+](=O)[O-])n1 (stereo not drawn)	3	17	i	8	0.6	-3	1	15	-1
O=C1c2ccccc2S(=O)(=O)N1Cc1nc2ccccc2s1	4	3	i	-13	0.1	0	-2	-36	-2
Cc1c(C)n(C(=O)CSc2ncn[nH]2)c2ccccc12	0	-39	i	18	0.0	6	9	14	0
CC(=O)c1ccc(NC(=O)c2cnn3c(C(F)F)cc(C4CC4)nc23)cc1	-1	-6	i	-5	1.2	2	1	6	-8
Cc1ccc(S(=O)(=O)Cc2ccc(C(=O)N3CCCCCC3)o2)cc1	-3	0	i	-1	1.5	1	4	1	-1
O=C(N1CCOCCOc2ccccc2OCCOCC1)C(F)(F)F	0	-3	i	-2	0.3	0	-2	-3	-3
CC(C)(C)c1nnc2cccc(Cl)n12	-1	-4	i	-6	-1.3	-1	6	7	-2
O=C(COC(=O)c1ccccc1C(=O)c1ccccc1)NCCc1ccccc1	2	7	i	-9	-1.5	-12	-2	5	-1
CN(Cc1ccccc1)C(=O)CCN1C(=O)c2cccc([N+](=O)[O-])c2C1=O	0	5	i	-12	0.0	-1	4	5	0
C=CCc1cc2c(oc(=O)c3ccccc32)c(C)c1O	-1	9	i	-1	0.3	-23	11	10	-1
O=S(=O)(c1cccc(NC(=S)N2CCN(c3ccccc3)CC2)c1)C(F)F	-3	13	i	8	-0.9	2	-3	-9	-3

Two neighbouring records already listed, for reference:
SMILES	Rin1 Abl inh	FAS-TE inh	Neddylation inh	NRP1-CendR mod	MsrA inhibitor	MT1-MMP act inh	E coli Lon inh	SKN-1 inh	MsrA act
CCC(C(=O)NNC(=O)c1cnccn1)c1ccccc1 (stereo not drawn)	1	-14	i	-18	-0.4	9	6	6	-3
CN(C)CCCC1Sc2ccccc2Sc2ccccc21 (stereo not drawn)	-1	-2	i	-10	-0.5	-1	-1	9	-1

Only FAS-TE inh and MsrA act, for some of the entries so far:
Molecule	FAS-TE inh	MsrA act
CCN(Cc1nc2ccccc2c(=O)[nH]1)C(=O)c1cc(C2CC2)nn1-c1ccccc1	2	0
N#Cc1ccc(-c2c(-c3ccccc3)ncc3cc(F)ccc23)cc1	25	1

(cont.)
SMILES	Rin1 Abl inh	FAS-TE inh	Neddylation inh	NRP1-CendR mod	MsrA inhibitor	MT1-MMP act inh	E coli Lon inh	SKN-1 inh	MsrA act
CCN(CC)c1ccc(N2C(=O)/C(=C\c3cccnc3)SC2=S)cc1	1	1	i	0	0.3	20	-6	-27	1
CCN(CC)c1ccc(N)cc1S(=O)(=O)Nc1ccc(OC)cc1	2	-2	i	-1	-0.1	2	2	-3	0
CC1(C)Cc2c(sc(NC(=O)c3ccc(S(=O)(=O)N4CCCCCC4)cc3)c2C(N)=O)C(C)(C)N1	-4	-2	i	-16	0.5	5	-13	-8	-3
C[C@@H]1CN([C@@H](C)CO)C(=O)CCCn2nncc2CO[C@@H]1CN(C)C(=O)CCC(F)(F)F	-4	-7	i	-3	2.7	-1	-2	1	-5
O=C(CSc1cc(Cl)ccc1Cl)NC1CCCc2ccccc21 (stereo not drawn)	1	6	i	12	0.5	-2	5	-2	-7
Cc1ncsc1C(=O)O	2	-6	i	-5	1.4	-11	-5	-11	-3
O=C(N/N=C/c1ccc(Cl)cc1Cl)c1ccc(-n2cnnn2)cc1	4	-3	i	8	0.9	1	-13	-5	-3
CCN(CC(=O)Nc1cc(Cl)ccc1C)C(=O)c1cc(S(=O)(=O)N2CCCCCC2)ccc1OC	5	19	i	1	0.4	5	5	1	-3
COc1cc(/C=C(/C#N)c2ccccc2)ccc1Oc1ccc([N+](=O)[O-])cn1	0	4	i	5	0.4	0	-13	6	-11
CCCCC(CC)C(=O)NCc1ccccc1OC (stereo not drawn)	0	-6	i	-4	-0.9	2	0	-3	1
CCN(CC)CC#CCC1(O)c2ccccc2-c2ccccc21	-2	-10	i	1	-0.9	-5	4	7	-8
COc1ccc(/C=C(\NC(=O)c2ccc(C)cc2)C(=O)NCCCn2ccnc2)cc1	-1	-3	i	4	0.5	0	-1	16	-1
Cc1ccc2nc(-c3ccc(SCC(=O)Nc4nnc(C)s4)nc3)[nH]c2c1	0	-4	.	-9	1.6	4	-1	5	-6
CCCCOc1ccc(/C=C/C2=CC(C)(C)NC(=S)N2)cc1OCC	1	3	i	0	1.8	-4	-5	-8	-3
O=c1[nH][nH]c2c1[C@H](c1ccc(F)cc1)O[C@H](C1CCCCC1)C2	.	-50	i	1	-0.3	7	2	19	-2
COc1ccc(NS(=O)(=O)c2ccc3c(c2)Cc2ccccc2-3)cn1	1	25	i	-7	0.4	-5	-2	7	-2
O=C(O)c1ccc(CSc2nnc(-c3ccncc3)n2-c2ccc(Cl)cc2)cc1	0	-8	i	-3	0.5	-2	3	-1	-9
COCCNc1c([N+](=O)[O-])c(=O)n(-c2ccccc2)c2ccccc12	-1	-8	i	1	3.0	0	8	7	-5
O=C1NC(c2ccco2)Nc2sc3c(c21)CCN(Cc1ccccc1)C3 (stereo not drawn)	-7	-4	.	-100	2.3	-25	-12	13	-1
CCCOc1cccc(C(=O)NC(=S)Nc2ccccc2)c1	1	29	i	4	-0.8	1	-15	-2	-3
O=S1(=O)CCN(C2CCCC2)CC1	1	-7	i	1	-0.1	-1	2	25	-1
CN(Cc1ccccc1)C(=O)CN1C(=O)c2ccccc2S1(=O)=O	0	-6	i	1	-0.5	0	8	-21	-1
COc1cccc(-n2nnnc2SCC(=O)Nc2cccc(C)n2)c1	1	0	i	-17	-0.9	6	-2	-12	-2
CC(=O)Nc1ccc(Nc2c3c4c(cccc4n(C)c2=O)C(=O)c2ccccc2-3)cc1	-6	-42	i	86	1.4	-157	148*	12	-14
O=c1c2ccccc2nc2n1CCCCC2	1	-6	i	-23	-0.6	2	-2	17	-2
